PglD DTNB – C. jejuni PglD acetyltransferase inhibitors, primary screen, biochemical, DTNB colorimetric, single point; purified PglD enzyme, DTNB colorimetric CoA detection; inhibition, % at 12.5 µM; 0.098% of 360,000 active; in the data active = inhibition above about 16%, passing the limit was not always enough; note: strong numbers were not always called active
PGC1a acetyl inh – inhibitors of PGC1a acetylation signal, primary screen, cell-based, U2OS, AlphaScreen, inhibitor mode | AlphaScreen anti-acetyl-lysine; with virally co-expressed GCN5 acetyltransferase | inhibition, % at 15.6 µM | 0.17% of 350,000 active | AID 651687, 2012;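 active = every replicate shows inhibition of at least 40%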;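 note: 0% = neutral control wells and 100% = positive control wells; some results beyond the cut were filed as inactive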
Cneo AK release – Cryptococcus neoformans cell lysis inducers, primary screen, AK release luminescence, single concentration | C. neoformans lysis, adenylate kinase release luminescence, 4 h; normalised: neutral wells 0, clomiphene wells 100 | lysis activity, % at 15 µM | 0.2% of 360,000 active;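 active = mean lysis activity across replicates of at least 80%, whatever share of replicates individually reach that level; inactive = mean lysis activity below 80%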
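Test system: log-phase Cryptococcus neoformans yeast cells; Quantity: yeast cell density of 5 × 10^6 cells/mL; Buffer or medium: YPD; Doses: single compound concentration per well; Timing: 4 h at 37 °C static, read 1 h later; Measured by: AK luminescence; Read-out basis: lysis from increased AK signal; Control set: Clomiphene as positive control.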
ERAP1 inh – human ERAP1 aminopeptidase inhibitors, primary screen, biochemical, single point, plate reader | inhibition, % at 10.7 µM | 0.15% of 340,000 active | Endoplasmic reticulum aminopeptidase 1 (Homo sapiens), Q9NZ08 | recombinant ERAP1, Leu-AMC fluorescence, 60 min;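 active = mean replicate inhibition of at least 30%, or all replicates individually reaching that 30% level; inactive = mean below 30% and not every replicate reaching it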;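 note: 0% = neutral control wells and 100% = L-leucinethiol positive control wells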
RAD54 inh – inhibitors of human RAD54 branch migration, primary screen, biochemical, fluorescence, single point; AID 602329, 2012; inhibition, % at 10.4 µM; RAD54 Holliday junction branch migration, FAM/BHQ fluorescence; 0.14% of 360,000 active; DNA repair and recombination protein RAD54-like (Homo sapiens), Q92698;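 active = mean normalized replicate activity at least 40 and at least half of replicates scoring 40 or more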;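 note: 0% = median of neutral control wells and 100% = median of positive control wells; inhibitors cause a drop in the FAM fluorescence signal; in these data hits start at about 50%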
E-sel inducer – E-selectin induction in HUVECs, primary screen, imaging, HUVEC, immunofluorescence imaging, single point | P16581 | normalized: neutral wells 0, TNF-alpha wells 100 | activation, % at 7.58 µM | 0.37% of 260,000 active;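 active = mean E-selectin-positive cell signal at least 10% of the positive control, reached in at least 60% of replicates, without over 20% cell loss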;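 note: in these data hits start at about 27%; measured in HUVEC primary endothelial cells; signal is the percent of cells scored E-selectin positive by PE staining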
Target sequence (P16581 whole entry, looked up): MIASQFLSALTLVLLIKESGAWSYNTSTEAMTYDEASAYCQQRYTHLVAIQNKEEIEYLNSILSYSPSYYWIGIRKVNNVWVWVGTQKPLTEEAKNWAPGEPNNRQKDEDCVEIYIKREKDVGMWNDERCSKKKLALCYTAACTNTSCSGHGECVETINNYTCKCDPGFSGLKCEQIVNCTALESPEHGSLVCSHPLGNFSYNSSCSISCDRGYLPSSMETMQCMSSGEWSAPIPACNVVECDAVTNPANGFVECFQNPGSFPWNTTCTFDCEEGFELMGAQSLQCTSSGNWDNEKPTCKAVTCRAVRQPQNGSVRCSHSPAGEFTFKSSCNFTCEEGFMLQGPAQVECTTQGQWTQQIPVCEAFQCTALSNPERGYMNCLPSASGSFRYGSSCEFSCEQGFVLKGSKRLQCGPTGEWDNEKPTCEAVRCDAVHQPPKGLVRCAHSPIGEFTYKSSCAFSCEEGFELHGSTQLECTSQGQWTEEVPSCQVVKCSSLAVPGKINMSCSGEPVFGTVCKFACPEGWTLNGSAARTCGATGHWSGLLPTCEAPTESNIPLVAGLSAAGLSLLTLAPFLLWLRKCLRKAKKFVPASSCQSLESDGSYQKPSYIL
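Assay system: HUVEC primary endothelial cells. Input: 3,000 HUVEC seeded per well. Doses: one compound dose added by pin transfer. Read-out basis: % PE-positive cells. Benchmarks: TNF-alpha high, DMSO low. Detection: immunofluorescence imaging. Buffer or medium: EGM-2, gelatin.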
miR-122 sensor – miR-122 Renilla sensor signal increase in Huh7, primary screen, miR-122 inhibitor project, cell-based, single point, plate reader; Huh7 miR-122 Renilla luciferase sensor, 48 h; neutral wells = 0, positive control = 100; activation (reporter increase), % at 12.5 µM; 0.3% of 340,000 active;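 active = mean replicate activation score at least 90 and every replicate individually at or above 90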;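 note: higher luciferase means less miR-122 activity so hits act as miR-122 inhibitors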
RAD52 inh – RAD52 DNA annealing inhibitors, primary screen, biochemical, FRET, single point, set 2 | DNA repair protein RAD52 homolog (Homo sapiens), P43351 | recombinant RAD52 DNA annealing, FRET fluorescence | inhibition, % at 18.7 µM | 0.46% of 360,000 active;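 active = every replicate showing at least 50% inhibition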
Target sequence (P43351 whole entry, looked up): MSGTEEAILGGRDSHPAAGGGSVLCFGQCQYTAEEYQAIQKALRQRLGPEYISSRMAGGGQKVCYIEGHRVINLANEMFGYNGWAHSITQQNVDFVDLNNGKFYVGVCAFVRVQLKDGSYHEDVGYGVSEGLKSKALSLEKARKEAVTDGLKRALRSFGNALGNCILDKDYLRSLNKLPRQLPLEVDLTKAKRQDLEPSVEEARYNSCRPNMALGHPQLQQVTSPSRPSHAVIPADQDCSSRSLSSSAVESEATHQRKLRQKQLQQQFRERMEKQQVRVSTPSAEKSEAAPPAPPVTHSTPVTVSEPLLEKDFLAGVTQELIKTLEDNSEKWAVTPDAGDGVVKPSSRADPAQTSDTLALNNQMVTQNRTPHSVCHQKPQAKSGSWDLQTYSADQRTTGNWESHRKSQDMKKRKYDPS
* marks the source's active call; other numbers are inactive results; / = not tested or not shown; [ ] = another dose, or the depositor's remark. Rows are unselected, and some 1.4% of all compounds hit somewhere here.

SMILES	PglD DTNB	PGC1a acetyl inh	Cneo AK release	ERAP1 inh	RAD54 inh	E-sel inducer	miR-122 sensor	RAD52 inh
Cc1cccc(NC(=O)c2ccc(N3C(=O)C4C5C=CC(C6CC56)C4C3=O)cc2)c1 (configuration not stated)	-3	0	1	2	3	0.5	12	-12
Cc1ccc(S(=O)(=O)N(C)C[C@H]2OCCCC[C@H](C)Oc3ccc(NC(=O)Nc4ccc(F)cc4)cc3C(=O)N([C@@H](C)CO)C[C@H]2C)cc1	-15	-13	-7	1	1	-0.1	-3[16.7 µM]	-11
CCOC(=O)CN1C(=O)N[C@@H](c2cccc(F)c2)C(C(=O)OC)=C1C	2	-1	0	-6	-3	0.1	4	-12
Cc1ccnc(OC(C(=O)O)C(OCCc2ccccc2)(c2ccccc2)c2ccccc2)n1 (configuration not stated)	1	-2	0	2	5	/	-14	-12
Fc1ccc(/C=N/N2CCCCC2)c(F)c1	-1	66*	1	0	5	/	-1	-12
Cc1cc(N2CCN(C(=O)c3ccco3)CC2)n2ncc(-c3ccccc3)c2n1	-6	-9	2	/	1	/	3	/
CN(CC(=O)Nc1ccccc1Br)C(=O)C1CCN(C(=O)c2ccc(Cl)cc2)CC1	4	0	1	2	0	0.0	-1	-1
Cc1ccc(NC(=O)Cn2cccc2)cc1Cl	3	-12	18	-4	-1	/	-5	-14
CC(C)NC(=O)c1c(O)c2cccc3c2n(c1=O)CCC3	2	12	2	4	3	/	-3	-11
CC(C)c1ccccc1NCC(=O)N1CCN(Cc2ccccc2)CC1	-4	/	-1	2	-3	0.1	/	-21
COc1ccc(NC(=O)N(C)C[C@H]2Oc3c(NS(=O)(=O)c4ccc(C)cc4)cccc3C(=O)N([C@@H](C)CO)C[C@H]2C)cc1	/	3	/	-3	/	0.0	/	3
Cc1ccc(SCc2cn3cccnc3n2)cc1	-5	-6	2	/	-11	/	0	/
O=C(CSc1nc(-c2ccccc2)cc(=O)[nH]1)Nc1ccccn1	-4	6	-3	/	5	/	0	/
Cc1ccc(S(=O)(=O)N2CCN(C(=O)COC(=O)c3ncc(Cl)c(Cl)c3Cl)CC2)c(C)c1	/	/	-2	-5	6	/	/	2
COc1ccccc1CCN1CCCC(CN(C)C(=O)c2ccc3nc[nH]c3c2)C1 (configuration not stated)	1	/	2	-1	-6	/	-1	8
CN(C)C(=O)C[C@H]1CC[C@@H](NC(=O)NC2CCCCC2)[C@@H](CO)O1	6	4	-2	-1	0	-0.6	0[16.7 µM]	-6
CCCN(CCC)S(=O)(=O)c1ccc(C(=O)NCc2ccc3c(c2)OCO3)cc1	5	11	-1	-5	-3	2.1	-1	-7
CCCCN(CC)C(=O)C1CCC(=O)N(c2ccc(OC)cc2)C1c1ccc(OC)c(OC)c1 (configuration not stated)	-3	-1	-1	/	-5	/	3	/
COc1cc(-c2nnc(SCC(=O)Nc3cc(C)on3)n2C)cc(OC)c1O	-3	7	0	/	4	/	-8	/
O=C(C[C@H]1CC[C@H]2[C@@H](COC[C@@H](O)CN2S(=O)(=O)c2ccc(F)cc2)O1)NCC1CCCCC1	-2	-1	2	-1	-3	0.0	1[16.7 µM]	21
O=C(Nc1cc(Cl)ccc1-n1cncn1)c1ccc([N+](=O)[O-])s1	-3	2	-7	/	-16	/	-6	/
O=C(C1=NN[C@@H]2C(=O)N(c3cccc(F)c3)C(=O)[C@H]12)C(c1ccccc1)c1ccccc1	/	9	/	-1	/	-0.1	/	-20
Cc1c(C)n(-c2ccccc2)c2ncnc(NCCCN(C)C)c12	11	/	-5	-2	7	0.1	-2	2
Cc1cc(NC(=O)CCc2ccccc2)c([N+](=O)[O-])cc1C	-2	-8	-1	/	-1	/	-6	/
Cn1cnc2cc(NS(=O)(=O)c3ccc(Br)cc3)ccc21	3	-6	-2	/	9	/	1	/
Cc1ccc(COCC(CC(C)C)N2CCN(C(=O)c3cccc(C(F)(F)F)c3)CCC2=O)cc1 (configuration not stated)	2	/	-2	4	-10	-0.1	/	-23
COc1cc2c(cc1OC)CN(C(=O)CN1CCN(S(=O)(=O)c3ccccc3Br)CC1)CC2	6	-6	2	0	-9	/	0	-10
O=C(Nc1ccccc1)c1cc(S(=O)(=O)NCc2ccncc2)ccc1Cl	0	2	3	3	2	/	17	-12
Cc1ccc(Oc2ccc(Cl)cc2NC(=O)c2cnccn2)cc1	13	-1	-1	/	-1	/	-1	/
COc1cccc(C(=O)c2c[nH]c(C(=O)NCc3ccco3)c2)c1	5	2	6	/	4	/	-1	/
CCN(CC)C(=O)CN(c1cccc(C(F)(F)F)c1)S(C)(=O)=O	-2	6	1	/	0	/	0	/
C[C@@H]1CN([C@H](C)CO)C(=O)c2cc(-c3ccncc3)cnc2O[C@H]1CN(C)C(=O)c1ccncc1	-2	-4	-3	1	3	0.0	3[16.7 µM]	10
O=S(=O)(NCC1CCCO1)c1cc(Cl)ccc1Cl (configuration not stated)	-2	-6	2	0	0	/	29	2
FC(F)(F)COc1nc(N2CCOCC2)nc(N(c2ccccc2)c2ccccc2)n1	2	-18	0	/	-4	/	6	/
Cc1cc(=O)oc2c(C)c(OCC(=O)NCCCn3ccnc3)ccc12	4	7	-2	1	7	/	-3	-8
COc1ccc(NC(=O)Nc2ccc3c(c2)C(=O)N([C@H](C)CO)C[C@H](C)[C@H](CN(C)S(=O)(=O)c2ccc(F)cc2)O3)cc1	-1	-10	10	/	0	6.7	-4[16.7 µM]	/
COc1ccc(-c2ccccc2[C@H]2[C@@H](CO)N(C(=O)NC(C)C)[C@H]2C#N)cc1	/	0	/	0	/	0.1	/	7
O=C(CCC(=O)Nc1nnc(C2CCCCC2)s1)NCc1ccc(F)cc1	3	0	-4	4	5	-0.1	-3	-18
Cc1ccccc1N1CCN(Cc2cccc(C(=O)O)c2)CC1	3	15	-1	/	2	/	-16	/
O=S1(=O)C=C[C@H](COCc2ccccc2)N1	-5	9	1	1	-6	0.6	-2	-6
C[C@@H]1CN([C@@H](C)CO)C(=O)Cc2cc(NC(=O)C3CC3)ccc2O[C@H]1CN(C)S(=O)(=O)c1cn(C)cn1	0	5	2	0	6	-0.2	-4[16.7 µM]	4
CC(C)C(c1nnnn1CC1CCCO1)N1CCN(Cc2ccc3c(c2)OCO3)CC1 (configuration not stated)	-2	-3	-6	/	-9	/	3	/
Cc1csc(N(C(=O)Cc2ccccc2F)c2ccccc2)n1	/	10	/	-1	/	/	-5	-24
CCOc1cccc(NC(=O)/C(C#N)=C\c2cn(CC(=O)O)c3ccccc23)c1	-19	-6	0	3	-9	0.3	-4	-28
Cc1ccc(CNC(=O)C(=O)NCC2OCCN2S(=O)(=O)c2ccc(Br)cc2)cc1 (configuration not stated)	-3	-8	6	-1	-8	-0.3	-4	-3
COc1ccc(C(C(=O)NCC2CCCO2)N(C(=O)Cn2nnc3ccccc32)c2ccc(NC(C)=O)cc2)c(OC)c1 (configuration not stated)	3	/	-2	-2	8	0.2	/	7
Cc1cccc(N(CC(O)CON=C2c3ccccc3-c3ccccc32)S(C)(=O)=O)c1 (configuration not stated)	-2	-4	-4	/	6	/	8	/
COC(=O)CSc1nnc(C2COc3ccccc3O2)n1-c1ccccc1 (configuration not stated)	3	0	-1	-4	3	/	-1	-9
C[C@H](CO)N1C[C@H](C)[C@H](CN(C)C(=O)C2CC2)Oc2cc(C#Cc3ccccn3)ccc2S1(=O)=O	6	-13	-4	2	-2	-0.5	5[16.7 µM]	-20
COc1ccc(OCc2n[nH]c(=S)o2)cc1	10	0	1	/	0	/	-1	/
CC1(C)Cc2c(cnn2-c2ccc(F)cc2)C(NC(=O)C(C)(C)O)C1 (configuration not stated)	1	/	1	-1	8	/	/	-12
Cc1ccc(C(=O)C2=C(O)C(=O)N(Cc3cccnc3)C2c2ccc(N(C)C)cc2)o1 (configuration not stated)	-1	/	4	4	-3	/	/	-3
COc1cc2c(cc1OC)C(c1ccccc1Br)NC(=O)C2 (configuration not stated)	-5	-14	1	0	9	/	-5	1
CCN(CC(=O)NCc1cccs1)CC(=O)Nc1cccc(S(N)(=O)=O)c1	3	/	0	-3	2	/	/	-4
Cc1ccc(CONS(=O)(=O)c2cc(C)ccc2C)cc1	3	/	-1	0	3	/	/	-21
CCOC(=O)c1c(C)nc2c(C#N)cnn2c1C	2	-4	2	/	12	/	-2	/
COc1cc(C2C(C(C)=O)=C(O)C(=O)N2c2ccc(C)cc2)ccc1O (configuration not stated)	2	-1	-1	/	-7	/	2	/
CCCCC(=O)OCC(=O)Nc1ccc(C)c(F)c1	/	6	/	1	/	/	-2	-11
COc1ccc(NC(=O)C2Cc3c(-c4cccc(C(N)=O)c4)ccnc3O2)cn1 (configuration not stated)	8	1	-1	-5	-11	0.0	14	-5
CCCc1ncc(CN2CCCC(C(=O)Nc3ccc(-c4cccc(OC)c4)cc3)C2)cn1 (configuration not stated)	0	4	1	2	8	0.0	-3	-51

One compound at a time, from the list above. Order of values: PglD DTNB, PGC1a acetyl inh, Cneo AK release, ERAP1 inh, RAD54 inh, E-sel inducer, miR-122 sensor, RAD52 inh
Shown for C[C@H](CO)N1C[C@H](C)[C@H](CN(C)C(=O)C2CC2)Oc2cc(C#Cc3ccccn3)ccc2S1(=O)=O : 6, -13, -4, 2, -2, -0.5, 5[16.7 µM], -20
Shown for COc1cc(C2C(C(C)=O)=C(O)C(=O)N2c2ccc(C)cc2)ccc1O (configuration not stated) : 2, -1, -1, /, -7, /, 2, /
Shown for COc1ccc(OCc2n[nH]c(=S)o2)cc1 : 10, 0, 1, /, 0, /, -1, /
Shown for CCN(CC(=O)NCc1cccs1)CC(=O)Nc1cccc(S(N)(=O)=O)c1 : 3, /, 0, -3, 2, /, /, -4
Shown for Cc1ccc(C(=O)C2=C(O)C(=O)N(Cc3cccnc3)C2c2ccc(N(C)C)cc2)o1 (configuration not stated) : -1, /, 4, 4, -3, /, /, -3

(further entries)
SMILES	PglD DTNB	PGC1a acetyl inh	Cneo AK release	ERAP1 inh	RAD54 inh	E-sel inducer	miR-122 sensor	RAD52 inh
Cc1cc(C)nc(N2CCC(CNC(=O)CCc3ccccc3)CC2)n1	2	0	1	/	-9	/	8	/
C[C@@H]1CN([C@@H](C)CO)C(=O)c2cccc(NC(=O)Nc3ccc(F)cc3)c2O[C@@H]1CN(C)S(C)(=O)=O	2	2	0	-2	0	/	-5[16.7 µM]	-5
CN(C)C(=O)c1cccc(-c2ccc([C@@H]3[C@H](CO)N4CCCCN(CC5CCOCC5)C[C@@H]34)cc2)c1	2	1	56	0	12	0.2	7[16.7 µM]	-5
O=C(CSc1cn(CCNC(=O)c2cccs2)c2ccccc12)NC1CCCC1	-4	4	0	4	11	/	1	-9
CCC(C(=O)NC1CCCCC1)N(C(=O)c1snc(C(N)=O)c1N)c1ccc(OC)cc1OC (configuration not stated)	3	-10	0	4	-2	/	-12	-13
C[N+]1(CCOS(=O)C23CC4CC(CC(C4)C2)C3)CCOCC1 (configuration not stated)	-1	-6	1	/	-4	/	-9	/
